CHRM1 PAM = positive allosteric modulators of human M1 muscarinic receptor. activation, % at 3 µM. hit rate 0.088% among 360,000. P11229. CHO-K1 hM1, Fluo-8 calcium fluorescence, ACh EC20; 0% = ACh EC20, 100% = maximal ACh. AID 588819; in the data active = activation above about 19%, passing the limit was not always enough
Target sequence (P11229 whole entry, looked up): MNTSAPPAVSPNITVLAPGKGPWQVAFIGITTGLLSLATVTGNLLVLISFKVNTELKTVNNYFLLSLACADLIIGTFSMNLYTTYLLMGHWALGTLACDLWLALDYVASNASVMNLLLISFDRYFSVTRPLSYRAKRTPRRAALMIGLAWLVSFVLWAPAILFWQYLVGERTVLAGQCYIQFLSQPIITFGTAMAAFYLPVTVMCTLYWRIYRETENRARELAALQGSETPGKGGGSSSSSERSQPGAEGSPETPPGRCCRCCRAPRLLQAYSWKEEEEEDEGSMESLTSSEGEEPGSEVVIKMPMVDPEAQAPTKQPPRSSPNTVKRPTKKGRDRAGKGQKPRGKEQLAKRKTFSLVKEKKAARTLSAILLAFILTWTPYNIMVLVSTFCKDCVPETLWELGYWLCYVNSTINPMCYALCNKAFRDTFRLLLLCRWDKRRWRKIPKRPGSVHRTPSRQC
CHO-K1 Ca antag = counter-screen for M1 antagonists: effect in parental CHO-K1 cells | inhibition, % at 3 µM | ATP-induced calcium, Fluo-8 fluorescence | hit rate 0.6% among 360,000;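 active = inhibition above a per-plate cutoff, the plate's mean sample inhibition plus 3 SD, cut at about 24% in these data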;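 note: 0% = DMSO plus EC80 ATP and 100% = DMSO alone without ATP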
CHO-K1 Ca PAM = nonselective activator or artifact in parental CHO-K1 calcium assay; hit rate 0.02% among 360,000; ATP EC20, Fluo-8 calcium fluorescence; 0% at ATP EC20, 100% at ATP max; activation, % at 3 µM; AID 602247;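 active = activation above the run cutoff, the mean activation of all test compounds plus 3 SD, cut at about 40% in these data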;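 note: peak over basal fluorescence ratio in a 140 s read after ATP addition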
CHO-K1 Ca ag = M1 agonist counterscreen hit in parental CHO-K1 cells. AID 602248. hit rate 0.48% among 360,000. activation, % at 3 µM. Fluo-8 calcium fluorescence; scaled to maximal ATP response, vehicle zero; in the data active = activation above about 15%;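 note: untransfected CHO-K1 host cells lacking M1 receptor as counterscreen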
CHO parental Ca = counter-screen for OX1R antagonists: effect in parental CHO cells; hit rate 0.63% among 330,000; inhibition, % at 5.6 µM; parental CHO-K1, ATP-induced calcium, Fluo-8 fluorescence;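 active = inhibition above that plate's mean sample inhibition plus 3 SD, cut at about 26% in these data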;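 note: 0% = ATP-challenged DMSO wells and 100% = DMSO wells without ATP; some compounds past the cut are filed as inactive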
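Test system: untransfected parental CHO cell line; also added: ATP stimulus; dosing: 5.6 µM, single dose; signal: calcium-sensitive Fluo-8 fluorescence; measure: percent inhibition of ATP-evoked calcium rise, normalized to controls; benchmarks: low control ATP plus DMSO, high control DMSO only; replication: one well per compound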
TAAR1 antag = human TAAR1 antagonism; CHO RD-HGA16 TAAR1, Fluo-8 calcium fluorescence, antagonist; inhibition, % at 3 µM; hit rate 1.5% among 360,000;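 active = inhibition above a per-plate cutoff, the mean inhibition of test compounds on that plate plus 3 SD, cut at about 49% in these data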;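 note: 0% = DMSO plus EC80 beta-PEA response and 100% = DMSO alone without agonist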
Target sequence (Q96RJ0 whole entry, looked up): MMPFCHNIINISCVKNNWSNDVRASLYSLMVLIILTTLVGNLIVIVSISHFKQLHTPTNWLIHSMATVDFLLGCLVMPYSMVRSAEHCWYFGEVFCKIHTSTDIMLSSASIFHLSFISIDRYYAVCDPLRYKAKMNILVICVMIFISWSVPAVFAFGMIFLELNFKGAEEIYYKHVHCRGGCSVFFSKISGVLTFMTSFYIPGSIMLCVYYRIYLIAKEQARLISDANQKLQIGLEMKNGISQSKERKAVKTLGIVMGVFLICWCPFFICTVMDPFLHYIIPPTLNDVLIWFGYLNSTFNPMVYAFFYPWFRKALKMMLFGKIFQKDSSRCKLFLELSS
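System: RD-HGA16 CHO cells with stable hTAAR1 and Gα16 | Probe or stimulus: EC80 β-phenethylamine stimulus | Dosing: 3 µM, single point | Times: Dye loading 75 min at 37 °C, then 30 min room temperature | Measured by: Fluo-8 calcium-sensitive fluorescence | Read-out basis: % inhibition of agonist calcium response | Replicates: n of 1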
M1 ag = activates human CHRM1 receptor | activation, % at 3 µM | CHO-K1 hM1, Fluo-8 calcium fluorescence, agonist mode; 0% DMSO, 100% acetylcholine EC100 | hit rate 0.33% among 360,000;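 active = activation above the run's mean compound activation plus 3 SD, cut at about 16% in these data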;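 note: peak over basal fluorescence ratio within a 140 s kinetic read after compound addition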
M1 antag = human CHRM1 antagonism. hit rate 1.3% among 360,000. P11229. AID 588852. inhibition, % at 3 µM. CHO-K1 hM1, Fluo-8 calcium fluorescence, ACh EC80 antagonist;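 active = percent inhibition above its own plate's cutoff, namely the mean of that plate's compound wells plus 3 SD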;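 note: peak over basal fluorescence ratio during 140 s after agonist addition; 0% = ACh EC80 plus DMSO and 100% = DMSO alone without agonist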
TAAR1 agonist = agonists of human TAAR1. CHO RD-HGA16 TAAR1, Fluo-8 calcium fluorescence; vehicle wells 0%, saturating PEA agonist 100%. activation, % at 3 µM. hit rate 0.99% among 360,000. AID 624467;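 active = activation above the mean activation of all test compounds in the run plus 3 SD, cut at about 38% in these data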
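System: CHO-derived RD-HGA16 cells with stable Gα16 and human TAAR1 / Times: 17-24 h plating, Fluo-8 75 min 37 °C, 30 min RT / Technique: calcium-sensitive Fluo-8 signal, excitation 470-495, emission 515-575 nm / Measure: % activation relative to PEA EC100 response / Benchmarks: DMSO and PEA EC100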
The depositor's hits bear a star; · = not tested or not shown.

SMILES,CHO-K1 Ca PAM,TAAR1 agonist,CHRM1 PAM,M1 antag,M1 ag,CHO-K1 Ca ag,TAAR1 antag,CHO-K1 Ca antag,CHO parental Ca
CCCCCCN1N=C(C)C(C(=O)c2ccc(Cl)cc2)C1=O (stereo not given),-6.3,9.1,9.4,2.0,1.0,-0.2,-2.6,19.1,-10.9
COc1ccc(C2=NS(=O)(=O)N(C)C(C(=O)N3CCC(C)CC3)=C2)cc1,-1.7,1.2,0.9,-4.5,-0.7,2.7,-5.9,1.0,1.8
N[C@@H](Cc1ccccc1)c1nnc(SCc2ccccc2Cl)o1,9.2,4.6,2.3,-2.5,-2.6,0.4,-19.1,5.1,-20.6
CSCCC(NC(N)=O)C(=O)Nc1cccc(S(=O)(=O)N2CCOCC2)c1 (stereo not given),10.2,0.5,9.3,-8.6,-4.2,1.2,12.5,-18.5,4.2
CCOC(=O)c1ccc(NC(=S)N(CCCN2CCCC2)Cc2cccs2)cc1,-9.3,4.1,-16.0,25.1,-3.8,0.0,9.0,5.0,-7.8
Cc1n[nH]c(=O)c2c(NC(=O)CSc3nnnn3-c3ccccc3)oc(C)c12,-14.2,0.9,5.0,4.4,-1.7,0.1,8.5,-0.9,-12.7
c1ccc(-n2ncc3c(NCc4cccnc4)ncnc32)cc1,5.0,1.8,5.8,-5.9,-2.1,-0.2,-7.0,4.4,5.9
O=C(COC(=O)c1ccccc1Br)NCc1cccs1,15.8,6.0,6.7,-4.1,6.0,0.5,3.1,-9.9,-9.0
O=C(O)C1=C(Nc2ccccc2)OCC1=O,9.4,0.1,9.4,-12.7,0.1,-0.6,-26.5,-5.4,0.4
O=C(c1cnn2c(C(F)(F)F)cc(-c3cccs3)nc12)N1CCN(C(c2ccccc2)c2ccccc2)CC1,-6.7,2.3,3.1,-4.3,-4.7,3.0,27.0,-0.1,-31.5
Cc1ccc(C)c(N(CC(=O)N(C)C)S(C)(=O)=O)c1,4.0,6.5,7.9,-16.0,-0.8,0.4,-5.0,-8.4,-9.3
COC(=O)[C@@]1(Cc2ccc(OC)cc2)[C@H]2c3cc(C(=O)N4CCCC4)n(Cc4ccccn4)c3C[C@H]2CN1C(=O)c1ccccc1,11.4,4.0,·,·,·,3.8,13.4,-23.0,·
CC(C)Cc1nnc(NC(=O)CCC(=O)Nc2ccccc2F)s1,1.3,6.1,-0.7,4.0,-0.2,1.8,-9.4,-17.7,-25.9
COc1cccc(-c2nc(CS(=O)(=O)CC(=O)NCCCN3CC(C)CC(C)C3)c(C)o2)c1 (stereo not given),-12.2,-0.2,-19.0,41.0*,-5.7,-0.3,2.3,1.7,-30.1
CS(=O)(=O)N1CCN(c2ccccc2NC(=O)c2ccc3c(c2)OCCO3)CC1,6.1,3.4,2.9,-4.0,-4.9,18.9*,17.6,-5.9,-23.9
COc1ccc(NC(=O)CN(C)C(=O)c2c(C)nn(-c3ccccc3)c2Cl)cc1,15.4,-0.5,2.5,-5.8,-2.7,0.9,-18.9,-3.9,-19.2
CCN(CC(=O)NCc1ccc(Cl)cc1)C(=O)Cc1ccc(OC)cc1,1.9,-2.5,14.6,-16.1,-1.8,1.1,7.8,-12.5,-21.6
O=C(N1CCCC1)n1c(Cc2ccccc2)nc2ccccc21,3.0,12.7,1.4,0.9,7.5,3.7,22.3,1.4,-4.2
CCCNC(=O)C1(C)CCCN(Cc2ccc(Cl)cc2)C1 (stereo not given),-12.3,-0.2,-1.2,-0.5,-6.6,0.2,-3.7,22.1,·
CCCOc1ccc(CNCCCOCC)cc1OC,-3.5,1.0,15.7,-17.8,-7.2,0.2,-15.8,-16.7,-1.6
O=C(CCSCc1cccc(Cl)c1)NCCC1=CCCCC1,27.2,-1.1,5.3,-5.9,-7.6,0.7,3.4,-6.0,-8.2
Cc1ccc(SCC(=O)NC(C)c2ccccc2)cc1 (stereo not given),14.1,10.4,10.1,-13.8,-3.2,0.2,-6.8,-5.5,-1.7
COc1cc(C(=O)N/C(=C\c2cn(C)c3ccccc23)C(=O)N2CCOCC2)cc(OC)c1OC,-1.7,3.1,16.8,-5.7,-1.7,1.6,-7.3,-2.0,-16.9
CNc1nc(N)c([N+](=O)[O-])c(Nc2ccccc2OC)n1,18.9,56.0*,19.6,-11.3,8.7,0.5,-8.4,-20.1,-47.8
COc1cccc(-c2ccc(CN3C(C)C(=O)N(Cc4cn(Cc5ccco5)nn4)CCS3(=O)=O)cc2)c1OC (stereo not given),-2.2,-2.7,-6.2,-13.0,-5.3,3.0,17.1,-8.1,·

Sorted by the number under CHRM1 PAM (highest first): 3 from the list above.
SMILES | TAAR1 agonist | CHRM1 PAM | M1 antag | M1 ag | TAAR1 antag
CNc1nc(N)c([N+](=O)[O-])c(Nc2ccccc2OC)n1 | 56.0* | 19.6 | -11.3 | 8.7 | -8.4
COc1cc(C(=O)N/C(=C\c2cn(C)c3ccccc23)C(=O)N2CCOCC2)cc(OC)c1OC | 3.1 | 16.8 | -5.7 | -1.7 | -7.3
c1ccc(-n2ncc3c(NCc4cccnc4)ncnc32)cc1 | 1.8 | 5.8 | -5.9 | -2.1 | -7.0

(further entries)
SMILES,CHO-K1 Ca PAM,TAAR1 agonist,CHRM1 PAM,M1 antag,M1 ag,CHO-K1 Ca ag,TAAR1 antag,CHO-K1 Ca antag,CHO parental Ca
CN(C)C1=NCCN1CCc1cccc(F)c1,-16.5,11.0,-8.2,19.3,-10.2,0.1,9.8,-14.0,9.7
COc1ccc(C2=NS(=O)(=O)N(C)C(C(=O)Nc3ccc(OC)c(OC)c3)=C2)cc1,-8.1,4.2,-5.4,5.8,0.3,2.3,2.4,2.2,4.8
O=C(O)c1ccc(N=c2oc3cc(O)ccc3cc2C(=O)NCc2ccccc2)cc1,11.0,6.2,2.9,11.3,0.6,1.3,-3.7,-7.7,-7.6
O=[N+]([O-])c1cccc(/C=C/c2ccncc2)c1,16.4,-3.2,6.8,-13.1,-2.7,2.1,-13.9,-17.7,-6.9
Nc1c(C(=O)NCc2ccco2)sc2nc(N3CCOCC3)c3c(c12)CCCC3,15.7,4.3,1.7,-4.5,-5.9,-0.3,-3.3,-3.2,-25.8
CC1(C)CNC(=O)c2sc(N3CCOCC3)nc2C1,2.0,2.0,-8.6,8.0,-10.1,-0.1,-10.0,-1.3,-10.3
Cc1cc(C)cc(NS(=O)(=O)c2cccs2)c1,6.4,11.0,4.0,-5.2,-2.7,0.1,-1.7,-5.5,-3.8
CN(C)S(=O)(=O)c1ccc(NC(=O)C2CCCN(C(=O)c3ccc(Cl)cc3)C2)cc1 (stereo not given),17.5,2.9,11.2,-8.5,-4.8,1.7,-12.7,-8.0,-22.9
CCc1nnc(SCc2cccc(F)c2)nc1CC,3.2,16.1,2.8,3.4,-10.4,-0.1,15.2,-12.1,-22.3
CC(C)(C)c1cc(CCC(=O)N2CCCC2)cc(C(C)(C)C)c1O,6.8,-1.6,14.8,-17.8,-3.3,0.3,-14.9,-16.4,-28.1
CCCCCCC(=O)N1CCCC(c2nc(-c3cccc(OC)c3)no2)C1 (stereo not given),17.3,4.3,9.6,-12.7,-4.2,1.9,-9.4,-12.5,2.6
N=C1C(c2nc(-c3ccc(Cl)cc3)cs2)=C(O)CN1NC(=O)c1ccc(O)cc1,31.1,1.0,12.1,-10.2,-1.3,5.8,-9.5,-12.1,-11.8
C=CCn1c(SCC(N)=O)nnc1-c1cnccn1,-0.1,3.1,12.0,-6.0,0.8,-0.5,-10.6,4.7,-11.8
Cc1ccc(/C=C2\SC(=S)N(CCCC(=O)Nc3cccnc3)C2=O)cc1,11.6,·,0.9,-7.8,-2.2,0.9,·,-18.6,-30.2
Cc1nc2ccccc2c(=O)n1NC(=O)c1ccc([N+](=O)[O-])cc1,-3.9,11.1,2.6,-1.4,-4.4,0.1,8.1,3.0,-3.6
COCCN(Cc1nc(C(c2ccccc2)c2ccccc2)no1)C(C)C,13.2,9.2,-12.9,8.2,-8.2,0.0,-11.3,-6.1,-12.2
Cc1c(NC(=S)NC(=O)c2ccc(Br)o2)c(=O)n(-c2ccccc2)n1C,12.7,-0.8,-14.3,10.4,-9.3,-0.2,-9.8,-8.3,-6.6
NC(=O)c1ccc(NC(=O)CSC2=Nc3ccccc3C3CC=NN23)cc1 (stereo not given),17.6,·,6.0,-9.8,-2.8,3.5,·,-1.7,-5.0
Cc1ccc(-n2c3c(cc(C(=O)NCc4ccco4)c2=O)C(=O)CCC3)cc1,-3.1,1.5,-5.2,5.5,-1.8,-0.8,-19.8,-5.5,2.3
CC(=O)c1ccc(C(=O)N2CCCC(CCC(=O)N(C)CCc3ccccn3)C2)s1 (stereo not given),25.3,1.8,14.2,-10.2,-14.3,1.3,2.0,-18.7,-17.1
CC1O[C@H](OC2C(COC3OC(CO)C(O)[C@H](O)C3O)OC(OC3CC[C@]4(C)C(CC[C@@]5(C)[C@@H]4C=C[C@]46OC[C@@]7(CCC(C)(C)C[C@H]74)C(O)C[C@@]56C)C3(C)C)C(O)C2O)C(O)C(O)C1O (stereo not given in full),7.4,4.9,0.2,-7.6,-8.4,0.0,-5.1,-20.4,1.5
COc1cc(OC)c(C(=O)N2CCCC2)cc1OC,6.6,4.0,7.1,-4.5,-0.6,0.6,-6.6,-10.4,-8.2
O=C(CCn1c(=O)oc2ccccc21)NCc1ccc2c(c1)OCO2,23.4,-0.4,8.3,-18.1,-8.6,0.4,7.8,-8.2,-3.7
Cc1ccc(NC(=O)CNCc2cccs2)c(Br)c1,19.3,9.7,7.9,-16.1,-6.5,1.1,2.3,-15.7,·
COc1ccccc1NC(=O)CN(Cc1ccco1)C(=O)c1cncc(Br)c1,9.7,1.5,3.3,-6.7,-2.3,1.0,-44.1,-6.8,-29.0

Compound activity: PubChem BioAssay, The Scripps Research Institute Molecular Screening Center
